High-throughput results: PubChem, Broad Institute
EWS-Fli inh: EWS/Fli-driven NR0B1 reporter inhibitors, primary screen, A673 cells, NR0B1 luciferase, luminescence, MLPCN library; 350,000 compounds, 0.67% hits; AID 651661, 2012; inhibition, % at 12.6 µM; viability-normalised;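 active = mean inhibition of at least 50% after viability correction, with every replicate also passing that limit; inconclusive = mean reaches 50% but only one of two replicates passes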;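 also: firefly luciferase signal divided by Alamar Blue viability fluorescence both relative to DMSO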
FN deposition inh: inhibitors of fibronectin matrix deposition, primary screen, AH1F cells, Alexa488-fibronectin fluorescence, plate reader; inhibition, % at 12.6 µM; 350,000 compounds, 0.086% hits; AH1F fibroblasts, overnight; AID 743247, 2014;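 active = mean inhibition across replicates of 30% or more, regardless of how many single replicates reach that level; inconclusive = mean under 30% yet at least half of replicates reach 30%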;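 also: positive control wells lacked labelled fibronectin entirely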
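Schedule: 1 h cell adhesion before compound, then overnight fibronectin incubation; test system: AH1F fibroblast monolayer depositing Alexa488-labelled fibronectin into matrix; quantity: 10000 AH1F cells per well; probe or stimulus: fluorescent fibronectin at 24 nM final; signal: fluorescence, ex 485 nm, em 525 nm; evaluation: percent inhibition as loss of matrix-bound fibronectin fluorescence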
E-sel inducer: E-selectin induction in HUVECs, primary screen, imaging, HUVEC, immunofluorescence imaging, single point; P16581; normalized: neutral wells 0, TNF-alpha wells 100; activation, % at 7.58 µM; 260,000 compounds, 0.37% hits;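 active = mean E-selectin-positive cell signal at least 10% of the positive control, reached in at least 60% of replicates, without over 20% cell loss; inconclusive = no rule given, readout overlaps actives, possibly toxicity-flagged; inactive = the rest, including those meeting only one limit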;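 also: in these data hits start at about 27%; measured in HUVEC primary endothelial cells; signal is the percent of cells scored E-selectin positive by PE staining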
Target sequence (P16581 whole entry, looked up): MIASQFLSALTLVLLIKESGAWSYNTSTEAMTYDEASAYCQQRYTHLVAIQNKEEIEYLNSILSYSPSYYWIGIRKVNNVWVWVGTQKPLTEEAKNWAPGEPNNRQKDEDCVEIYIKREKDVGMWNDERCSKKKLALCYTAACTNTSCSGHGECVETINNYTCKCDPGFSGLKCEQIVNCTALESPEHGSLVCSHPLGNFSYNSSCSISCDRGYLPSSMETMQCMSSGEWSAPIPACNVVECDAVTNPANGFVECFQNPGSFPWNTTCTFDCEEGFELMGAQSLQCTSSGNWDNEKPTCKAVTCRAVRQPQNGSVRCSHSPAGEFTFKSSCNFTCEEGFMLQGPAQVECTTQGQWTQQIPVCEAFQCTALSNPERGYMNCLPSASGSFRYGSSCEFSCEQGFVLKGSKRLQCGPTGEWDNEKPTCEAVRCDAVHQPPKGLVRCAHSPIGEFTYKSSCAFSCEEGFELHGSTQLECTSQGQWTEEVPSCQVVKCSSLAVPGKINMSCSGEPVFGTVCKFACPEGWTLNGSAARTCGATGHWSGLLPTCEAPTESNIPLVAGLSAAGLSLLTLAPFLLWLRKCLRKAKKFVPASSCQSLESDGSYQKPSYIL
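Assay system: HUVEC primary endothelial cells. Input: 3,000 HUVEC seeded per well. Doses: one compound dose added by pin transfer. Read-out basis: % PE-positive cells. Benchmarks: TNF-alpha high, DMSO low. Detection: immunofluorescence imaging. Buffer or medium: EGM-2, gelatin.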
XiGFP reactiv: activators of inactive X chromosome reactivation, primary screen, imaging, XiGFP fibroblasts, GFP high-content imaging, set 2. AID 743238, 2013. activation, % at 7.58 µM. XiGFP mouse fibroblasts, % GFP-positive cells imaging, 3 d; cells co-treated with 5-aza-dC sensitizer; scaled so ellipticine positive control = 100%. 360,000 compounds, 0.055% hits;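 active = mean normalized replicate activation at least 10% and every replicate at or above 10%; inconclusive = only one of the two criteria met; inactive = mean below 10% and not all replicates reach 10%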;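 also: 0% = median of on-plate neutral control wells and 100% = ellipticine 6 µM median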
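Material: SV40-immortalized XiGFP fibroblast cells, line 68-5-11 | Buffer or medium: DMEM containing 5-aza-dC | Dosing: One concentration, pinned | Times: 3 d treatment, 15 min room-temperature fixation | Controls: Ellipticine 6 µM positive control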
RAD52 anneal inh: RAD52 DNA annealing inhibitors, primary screen, biochemical, FRET, single point, set 2. DNA repair protein RAD52 homolog (Homo sapiens), P43351. recombinant RAD52 DNA annealing, FRET fluorescence. inhibition, % at 18.7 µM. 360,000 compounds, 0.46% hits. AID 651710, 2012;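 active = every replicate showing at least 50% inhibition; inconclusive = mean inhibition at least 50% but not in every replicate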
esBAF inh: Bmi1 luciferase reporter increase in mESCs, primary screen, esBAF inhibitor project, mouse ES cells, Bmi1 luciferase knock-in, single point; 24 h; 100% = twice the neutral-well signal; reporter increase, % at 12.5 µM; 350,000 compounds, 2% hits; in the data active = activation above about 40%; inconclusive = no clear call, values can overlap the other calls;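 also: 0% = median of the plate's neutral control wells and 100% = double that signal; a rise in the Bmi1 reporter signal indicates esBAF inhibition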
S100A4 MyoIIA: inhibitors of S100A4-myosin IIA peptide binding, primary screen, biochemical, fluorescence polarization, TAMRA-MyoIIA peptide. Protein S100-A4 (Homo sapiens), P26447. inhibition, % at 10.7 µM. 360,000 compounds, 0.14% hits. AID 652163, 2013;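 active = mean inhibition of at least 70% across replicates, with every replicate also reaching that level; inconclusive = mean inhibition reaches 70% but some replicates fall short; inactive = mean inhibition below 70%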
Target sequence (P26447 whole entry, looked up): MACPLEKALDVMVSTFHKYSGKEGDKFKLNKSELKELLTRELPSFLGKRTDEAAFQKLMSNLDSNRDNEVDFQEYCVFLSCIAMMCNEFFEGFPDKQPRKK
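assay system = human S100A4 monomer with TAMRA-labelled myosin IIA peptide | also added = labelled myosin peptide probe, 5 nM | incubation = 5 min between mix addition and reading | control set = DMSO and TFP controls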
RAD54 branch: inhibitors of human RAD54 branch migration, primary screen, biochemical, fluorescence, single point; RAD54 Holliday junction branch migration, FAM/BHQ fluorescence; inhibition, % at 10.4 µM; 360,000 compounds, 0.14% hits; AID 602329, 2012;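 active = mean normalized replicate activity at least 40 and at least half of replicates scoring 40 or more; inconclusive = only one of the two criteria met; inactive = mean below 40 and under half of replicates reaching 40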;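 also: 0% = median of neutral control wells and 100% = median of positive control wells; inhibitors cause a drop in the FAM fluorescence signal; in these data hits start at about 50%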
Active calls of the source: *; ? = inconclusive; . = not tested or not shown; & = joins results of further samples. Random draw from the library; any-hit rate near 3%.

SMILES | EWS-Fli inh | FN deposition inh | E-sel inducer | XiGFP reactiv | RAD52 anneal inh | esBAF inh | S100A4 MyoIIA | RAD54 branch
C[C@@H]1CN([C@H](C)CO)C(=O)Cc2cc(NS(=O)(=O)c3cn(C)cn3)ccc2O[C@H]1CN(C)S(=O)(=O)c1cccs1 | -2 | -2 | -0.1 | -0.8 | -1 | -2 | 11 | -5
COc1cccc(C(c2nnnn2-c2c(C)cccc2C)N2CCN(C/C=C/c3ccccc3)CC2)c1OC (stereo unspecified) | 20 | -4 | 0.1 | 0.0 | -15 | -10 | 0 | 3
Cc1cc(C)cc(C(=O)Nc2cc3c4c(c2)CC(=O)N4CCC3)c1 | -7 | 4 | . | 0.1 | -13 | . | -2 | -6
CO[C@@H]1CN(C)C(=O)c2cc(C#N)ccc2OC[C@H]2O[C@@H](CC[C@H]2OC)CCN(C)C(=O)[C@H]1C | -13 | 3 | -0.1 | 0.1 | 4 | 1 | 2 | 3
Oc1ccc(/C=N/N(c2ccccc2)c2ccccc2)c(O)c1O | -5 | -19 | . | . | 2 | 1 | -7 | -5
CO[C@H]1CN(C)C(=O)c2ccc(NC(=O)C3CC3)cc2OC[C@H](C)N(Cc2ccccc2)C[C@@H]1C | -2 | -8 | -0.3 | 0.3 | 3 | . | -3 | .
COC(=O)C1CN(C(=O)C(C)Oc2ccccc2F)c2ccccc2O1 (stereo unspecified) | 10 | 6 | -0.1 | 0.0 | -18 | -7 | -1 | -4
CCC(=O)c1ccc(Oc2nc3c(c(=O)n(C)c(=O)n3C)n2CC)cc1 | 2 | 9 | . | 0.0 | -14 | -7 | 4 | -4
O=C(OCC#CCSc1nnc(-c2cccc3ccccc23)o1)c1ccc(Cl)cc1 | -2 | -2 | -0.1 | 0.0 | -19 | 3 | -4 | -3
O=C(C[C@H]1C/C=C/CC[C@H](Cc2ccc(F)cc2)C(=O)O[C@H](c2ccccc2)CNC1=O)NCCO | 4 | 1 | -1.8 | 0.0 | -10 | 5 | 19 | 7
CCOC(=O)C(Cc1ccnnc1)=NO | 2 | 0 | 0.1 | 0.1 | -8 | -10 | -3 | 3
Cn1c(=O)c2cc(NC(=S)NC3CCCCC3)ccc2n1Cc1cccc(C(F)(F)F)c1 | 1 | -2 | 0.1 | 0.3 | -22 | 9 | -17 | 2
C[C@H]1CN([C@@H](C)CO)C(=O)c2cccc(NC(=O)NC3CCCCC3)c2O[C@@H]1CN(C)S(=O)(=O)c1ccc(F)cc1 | 0 | -10 | ? | -1.3 | 1 | 1 | -4 | 1
Cc1cn(CCC(=O)Nc2ccc(N3CCOCC3)cc2)c2ccccc12 | -97 | -6 | 0.3 | 0.0 | -23 | ? | -1 | 3
COCC(=O)Nc1ccc2c(c1)[C@H]1C[C@H](CC(=O)NCc3ccc(OC)cc3)O[C@@H](CO)[C@H]1O2 | 4 | -8 | 0.4 | 0.0 | -6 | -5 | 2 | -1
CC(C)n1c(NCCO)nc2ccccc21 | 0 | 2 | -0.6 | 0.0 | 3 | . | 0 | .
Cc1ccc(CNC(=O)CCCc2ccccc2)cc1 | 1 | -1 | -2.1 | 0.4 | -4 | . | 1 | .
O=C(NCc1ccccc1Cl)C1CCN(S(=O)(=O)c2ccc(F)cc2)CC1 | -6 | 14 | . | 0.0 | -21 | 15 | 0 | .
C=CCN1C(=O)C(C)NC1=S (stereo unspecified) | 12 | -18 | 10 | 0.0 | -7 | . | -6 | .
CCC1(C)Cc2nc3[nH]c(=S)n(-c4ccc(C)cc4)c(=O)c3cc2CO1 (stereo unspecified) | -12 | 10 | -2.0 | 0.6 | -6 | . | 5 | .
COc1ccccc1NC(=O)N1C[C@H]2[C@@H](c3ccccc31)[C@@H](CO)N2C(=O)C1CC1 | 2 | 4 | 0.1 | 0.0 | -3 | 0 | 7 | 1
O=C(CN1CCOCC1)N[C@H]1CC[C@H](CCNS(=O)(=O)c2ccccc2F)O[C@H]1CO | -5 | -1 | -0.5 | 0.5 | 0 | 3 | 9 | 3
O=C(Nc1ccc(F)cc1)C(c1ccncc1)N1CCN(CC(=O)N2CCCC2)CC1 (stereo unspecified) | -3 | 12 | 6.4 | -0.1 | -18 | . | 0 | .
COc1ccc(CNC(=O)C[C@H]2CC[C@H](NC(=O)CN(C)C)[C@@H](CO)O2)cc1 | -4 | 0 | 0.2 | 0.0 | 5 | 3 | -18 | -4
CC(C)NC(=O)N[C@H]1CC[C@@H](CCn2cc(-c3ccc(F)cc3)nn2)O[C@H]1CO | -4 | . | 0.6 | -0.6 | 1 | -4 | 61 | -17
Cc1c(NC(=O)C(C)OC(=O)c2sc3ccccc3c2Cl)c(=O)n(-c2ccccc2)n1C (stereo unspecified) | -35 | 3 | 1.8 | 0.0 | 3 | 1 | -1 | .
Cc1ccc(S(=O)(=O)N2CCN(C(=S)NCC3CCCO3)CC2)cc1 (stereo unspecified) | 3 | 4 | 0.2 | -0.1 | -2 | . | 5 | 7
COc1ccc2[nH]cc(C(O)CN3CCN(c4ccccc4F)CC3)c2c1 (stereo unspecified) | 11 | 5 | -0.2 | -0.1 | -22 | . | -2 | 1
Cc1ccccc1-n1c(SCC(=O)c2c(N)n(C3CC3)c(=O)[nH]c2=O)nnc1N1CCOCC1 | -1 | -3 | . | 0.0 | -12 | 5 | 0 | -2
Cc1cccc2cc(C3CC(c4cccs4)=NN3S(C)(=O)=O)c(Cl)nc12 (stereo unspecified) | 9 | 4 | . | 0.2 | -12 | 2 | -2 | 9
Cc1ccc2sc(NC(=O)c3ccc(N4C(=O)CCC4=O)cc3)nc2c1C | -10 | -5 | -0.8 | 0.0 | -6 | -5 | 2 | 7
COc1ccc(S(=O)(=O)N(C)C[C@H]2OCCCC[C@@H](C)Oc3ccc(NC(=O)CCC(F)(F)F)cc3C(=O)N([C@H](C)CO)C[C@@H]2C)cc1 | 5&-10 | 0 | -0.1 | 0.2&-0.5 | -40&6 | -4&3 | -2&-2 | 13&-5
CN1C(=O)Cc2cc(S(=O)(=O)Nc3ccc(N4CCOCC4)cc3)ccc21 | 8 | -2 | -0.2 | 0.0 | -7 | 3 | -2 | 2
CCn1c(=O)c2sccc2n(CC(=O)NC2CCCC2)c1=O | -7 | -1 | -0.1 | -0.1 | -9 | 1 | 37 | -7
CC(C)CN(C(=O)COC(=O)c1ccc([N+](=O)[O-])o1)C1CCS(=O)(=O)C1 (stereo unspecified) | 1 | -2 | -1.9 | 0.0 | -2 | -8 | 3 | 2
CCC(=O)N1CCCCN2[C@@H](CO)[C@@H](c3ccc(-c4ccc(F)cc4)cc3)[C@@H]2C1 | -2 | . | -0.2 | 0.0 | -16 | 9 | -7 | -5
O=[N+]([O-])c1ccc(N2CCN(CC3CCCCC3)CC2)cc1 | 10 | -1 | -0.3 | -0.1 | -5 | -11 | 2 | 2
COc1ccc(CN(C)C[C@H]2OCCCC[C@H](C)Oc3ccc(NS(=O)(=O)c4cccs4)cc3C(=O)N([C@H](C)CO)C[C@H]2C)cc1 | 0 | . | 0.0 | 0.0 | 8 | 1 | 14 | -3
C[C@@H]1CN([C@H](C)CO)C(=O)Cc2cc(NC(=O)Cn3cnnn3)ccc2O[C@H]1CN(C)S(=O)(=O)c1cccs1 | 1 | . | -6.9 | 0.0 | 5 | 1 | 6 | -2
O=C(CN1C(=O)C(=O)N(C2CCCC2)C1=O)Nc1ccc(N2CCOCC2)cc1 | -1 | 4 | -3.6 | 0.3 | -6 | -4 | 2 | .
Cc1ccc(C)c(S(=O)(=O)Nc2nc3ccc(S(N)(=O)=O)cc3s2)c1 | 1 | -1 | . | -0.1 | -25 | . | -1 | .
Cc1ccc(C)c(OCCCCN2CCCCC2)c1 | 0 | -6 | . | 0.1 | -2 | -6 | 6 | 4
COc1ccc([N+](=O)[O-])cc1N(CC(=O)N1CCCC1)S(C)(=O)=O | 4 | 4 | . | 0.0 | -3 | . | -1 | .
C[C@H]1CN([C@@H](C)CO)C(=O)c2cccc(NC(=O)Nc3ccc4c(c3)OCO4)c2O[C@H]1CN(C)S(=O)(=O)c1ccccc1 | -9 | . | 0.5 | 0.0 | -1 | 7 | 16 | 4
O=C(N/N=C(\Cc1ncc[nH]1)c1ccccc1)c1ccncc1 | 19 | -2 | 0.0 | 0.0 | -28 | -2 | -3 | -5
COc1ccc([Si](C)(C)[C@@H]2[C@@H](CCO)O[C@]3(C(=O)N(Cc4ccc(N5CCOC5=O)cc4)c4ccccc43)[C@H]2C)cc1 | 34 | . | . | . | -4 | . | 0 | 2
C[C@@H]1CN([C@@H](C)CO)C(=O)c2cc(NC(=O)CCC(F)(F)F)ccc2O[C@@H](C)CCCCO[C@H]1CN(C)C | -6 | . | 0.3 | 0.1 | . | -3 | . | .
CC(C(=O)Nc1ccc(F)c(F)c1F)N1CCCCCC1 (stereo unspecified) | . | 3 | . | . | -9 | . | 2 | -2
COc1ccc(C#Cc2ccc([C@H]3[C@H]4CN(Cc5ccccc5F)CCCCN4[C@H]3CO)cc2)cc1 | -11 | . | 0.2 | 0.4 | -46 | 2 | -21 | -5
CC12c3ccccc3C(c3ccccc31)C1C(=O)N(c3cccnc3)C(=O)C12 (stereo unspecified) | 7 | -2 | -0.2 | 0.1 | -2 | . | -1 | -12
COc1ccc(/C=C/C(=O)Nc2ccc(C(C)=O)cc2)cc1S(=O)(=O)N1CCOCC1 | -1 | -6 | -0.2 | 0.0 | -5 | -5 | -2 | 0

One compound at a time, from the list above. Order of screens: EWS-Fli inh	FN deposition inh	E-sel inducer	XiGFP reactiv	RAD52 anneal inh	esBAF inh	S100A4 MyoIIA	RAD54 branch
Results for COc1ccc(CNC(=O)C[C@H]2CC[C@H](NC(=O)CN(C)C)[C@@H](CO)O2)cc1 = -4	0	0.2	0.0	5	3	-18	-4
Results for C=CCN1C(=O)C(C)NC1=S (stereo unspecified) = 12	-18	10	0.0	-7	.	-6	.
